Screening results from PubChem BioAssay.
Artemis endo inh – inhibitors of human Artemis endonuclease activity; inhibition, % at 10 µM; recombinant Artemis, quenched FAM hairpin cleavage fluorescence; hit rate 0.78% among 30,000; Q96SD1;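 active = at 10 µM dose, at least 30% inhibition, measured as corrected fluorescence normalized to stimulator and neutral control wells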
Target sequence (Q96SD1 whole entry, looked up): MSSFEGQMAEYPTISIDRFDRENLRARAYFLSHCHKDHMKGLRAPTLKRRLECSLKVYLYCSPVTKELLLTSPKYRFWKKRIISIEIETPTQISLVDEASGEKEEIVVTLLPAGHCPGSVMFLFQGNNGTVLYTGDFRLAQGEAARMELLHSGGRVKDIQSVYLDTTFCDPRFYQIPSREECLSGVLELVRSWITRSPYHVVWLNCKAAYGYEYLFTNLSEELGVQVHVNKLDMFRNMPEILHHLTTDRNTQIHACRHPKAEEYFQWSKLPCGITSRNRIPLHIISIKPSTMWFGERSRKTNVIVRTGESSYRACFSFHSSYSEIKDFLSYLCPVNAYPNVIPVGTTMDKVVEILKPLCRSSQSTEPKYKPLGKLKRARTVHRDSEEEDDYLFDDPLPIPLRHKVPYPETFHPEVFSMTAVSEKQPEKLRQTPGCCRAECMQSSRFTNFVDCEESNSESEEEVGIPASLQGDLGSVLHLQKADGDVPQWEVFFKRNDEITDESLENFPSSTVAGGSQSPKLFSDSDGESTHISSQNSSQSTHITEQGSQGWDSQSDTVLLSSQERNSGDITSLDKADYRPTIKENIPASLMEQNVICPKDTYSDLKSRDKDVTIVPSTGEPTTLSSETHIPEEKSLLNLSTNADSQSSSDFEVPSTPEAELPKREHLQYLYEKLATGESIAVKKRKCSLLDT
* hit, by the source's call. Some of the compounds tested; count on the stated rates, not on these rows.

SMILES	Artemis endo inh
O=C(Nc1cccc(F)c1)N1CC=C(n2c(=O)[nH]c3ccccc32)CC1	-11.5
CCCCC1CCC(C(=O)NC2CCS(=O)(=O)C2)CC1 (centres undefined)	1.2
COc1ccc2nc(SCC(N)=O)cc(C)c2c1	-1.1
Cc1nnc(NC(=O)CSc2nnnn2Cc2ccccc2)s1	-4.5
CC(C)OC(=O)CC(=O)CSc1nc2c(cc1C#N)CCC2	10.4
O=C(O)CCCC(=O)Nc1ccc(C(=O)N2CCCCC2)c(Cl)c1	-1.6
CC(=O)Nc1sc(NC(=O)c2ccc(Cl)cc2)nc1-c1cccs1	-2.8
COc1ccc(N=C2SC(C(=O)O)CC(=O)N2C)cc1 (centres undefined)	-1.5
COc1ccc(NC(=O)c2cc(=O)c3ccccc3o2)cn1	9.8
O=C1C2C3C=CC(C3)C2C(=O)N1/N=C/c1cc(Br)cc([N+](=O)[O-])c1O (centres undefined)	0.7
CC(C)CC(C(=O)Nc1ccc2c(c1)OCCO2)N1C(=O)c2ccccc2C1=O (centres undefined)	-7.1
Cc1cc(C(=O)N2CCC(C(F)(F)F)n3nccc32)on1 (centres undefined)	-9.7
CSc1ccc(Cl)c(C(=O)OCC(=O)NC2CC2)c1	-1.7
Cn1c(NCc2ccco2)nc2c1c(=O)n(Cc1ccc(Cl)cc1)c(=O)n2C	-7.0
COc1cc(CNCCN2CCOCC2)ccc1OCc1ccc(Cl)cc1	-1.7
CCOc1c(Br)cc(CNc2ccc3c(c2)OCCO3)cc1OC	8.6
COc1ccc(CCNC(=O)c2c(O)c3c([nH]c2=O)CCCC3)cc1	-5.3
O=C(c1ccccn1)N(CC1CCCO1)C1(C(=O)NC2CCCCC2)CCCCC1 (centres undefined)	-7.0
COc1cc(C(=O)OC2CCN(C)CC2)cc(OC)c1OC	12.0
CCOc1ccccc1/C=c1\sc2nc(-c3ccco3)nn2c1=O	14.8
CCN(CC#CCC(O)(c1ccccc1)C1CCCC1)C(C)C (centres undefined)	-8.5
COC(=O)CSc1nc(NC#N)nc(NC(C)C)n1	1.7
CCNc1nc2[nH]c(=O)c3c(c2s1)OC(N)=C(C#N)C3c1ccc(C)cc1 (centres undefined)	3.7
NC(=O)NC(Cc1ccccc1)C(=O)Nc1ccc(S(N)(=O)=O)cc1 (centres undefined)	7.9
CCN(CCO)Cc1csc2c(Br)cccc12	-4.5

Reformatted bar-delimited: entries from further up.
compound | Artemis endo inh
COc1ccc2nc(SCC(N)=O)cc(C)c2c1 | -1.1
Cc1nnc(NC(=O)CSc2nnnn2Cc2ccccc2)s1 | -4.5
CC(C)OC(=O)CC(=O)CSc1nc2c(cc1C#N)CCC2 | 10.4
O=C(O)CCCC(=O)Nc1ccc(C(=O)N2CCCCC2)c(Cl)c1 | -1.6
CC(=O)Nc1sc(NC(=O)c2ccc(Cl)cc2)nc1-c1cccs1 | -2.8
COc1ccc(N=C2SC(C(=O)O)CC(=O)N2C)cc1 (centres undefined) | -1.5

(listing goes on)
SMILES	Artemis endo inh
Oc1ccc2ccccc2c1N=Nc1ccccn1	13.9
Cc1csc(SCC(=O)O)n1	4.8
CC(C)C(c1nnnn1Cc1ccc(F)cc1)N1CCN(C2CCCCC2)CC1 (centres undefined)	-3.3
Cc1noc(C)c1C(=O)N1CCCC1	-8.9
CN(C)c1oc(-c2cccs2)nc1C#N	-8.4
COc1ccc(/C=N/NC(=O)c2ccc(COc3ccccc3Cl)o2)cc1	6.6
COc1ccc(/C=C(\NC(=O)c2ccc(OC)cc2)C(=O)NC(CCSC)C(=O)O)cc1 (centres undefined)	14.1
COc1ccc(/C(O)=C2\C(=O)C(=O)N(c3cc(C)on3)C2c2ccc(OC)c(OC)c2)cc1OC (centres undefined)	-0.4
Cn1c(Cc2c[nH]c3ccccc23)n[nH]c1=S	4.6
O=C(CSc1nc(-c2ccco2)cc(C(F)(F)F)n1)N1CCc2ccccc2C1	12.9
Cc1cc(C)nc(NC(=O)CSc2nc3cc(Cl)ccc3s2)n1	-3.9
CCOc1ccc(-c2[nH]nc3c2C(c2ccc4c(c2)OCO4)C(C#N)=C(N)O3)cc1OC (centres undefined)	-3.2
COc1cc(C(=O)Nc2ccc(S(=O)(=O)Nc3onc(C)c3C)cc2)cc(OC)c1OC	-9.5
CCCSc1nc(N2CCCC2)c2c(c1C#N)CC(C)(C)OC2	6.2
Cc1cc(NC(=O)CSc2nnnn2Cc2ccccc2)no1	-12.8
Cc1cc(=O)[nH]c(SCc2nc3ccccc3s2)n1	-2.0
O=C(Nc1cccc(Cl)c1)C1=Cc2cc(Cl)ccc2OC1	-0.5
CCOc1cc(C2C3=C(CCCC3=O)NC3=C2C(=O)CCC3)ccc1OCCO	-0.7
O=C(O)c1ccc2cc[nH]c2c1	-3.1
COC(=O)c1cccc(NC(=O)CCCOc2cccc(C)c2)c1	-0.4
Cc1ccc(S(=O)(=O)N2CCC(C(=O)N3Cc4ccccc4C3)CC2)cc1	-1.7
CC(C(=O)NCc1cccnc1)N1C(=O)c2ccccc2C1=O (centres undefined)	0.9
O=C(NCc1ccco1)C(c1ccccc1)N(Cc1cccnc1)C(=O)Cn1nnc2ccccc21 (centres undefined)	-0.1
COc1cc(/C=N/NC(=O)c2c(-c3ccccc3)noc2C)ccc1O	-0.3
N#Cc1c2c(c(-n3cnc4ccccc43)n3c1nc1ccccc13)CCC2	0.6
(cont.)
SMILES	Artemis endo inh
Cc1cccc(S(=O)(=O)CC(=O)Nc2nc(-c3ccccc3)cs2)c1	2.2
CCOc1ccc(N2CC(C(=O)Nc3ncccc3C)CC2=O)cc1 (centres undefined)	-3.3
CCCCc1nc2ccccc2c(=O)n1NC(=O)c1c(O)c2cccc3c2n(c1=O)CC3	21.8
O=C(CN(CC1CCCO1)C(=O)CNS(=O)(=O)c1ccccc1)NCc1ccccc1 (centres undefined)	-1.7
COc1ccc(C)cc1S(=O)(=O)Nc1ccc(F)c(Cl)c1	-8.7
CCOC(=O)C1=C(C)NC(C)=C(C(=O)OCC)C1C(=O)OCC(=O)N1CCC(C)CC1	1.7
O=C(O)c1cccc(C(=O)Nc2cccc(NC(=O)C3CCCO3)c2)c1 (centres undefined)	-2.2
Cc1ccc(C(=O)Nc2nc3ccccc3n2CCN2CCCC2)cc1	-4.8
CCCn1nnnc1SCC(=O)NCc1ccc(OC)cc1	2.0
C=CCn1c(SCc2csc(C)n2)nc2sc3c(c2c1=O)CCCC3	10.5
CCOc1cccc(C2C(C#N)=C(N)Oc3cc(C)oc(=O)c32)c1OCC (centres undefined)	-6.6
CN(CC(=O)N1CCc2ccccc21)S(=O)(=O)c1ccc(Br)s1	1.2
COC(=O)c1[nH]c2cccc(OC)c2c1NC(=O)CCN1CCC(C)CC1	0.1
COCCNCCOc1ccccc1-c1ccccc1	-6.9
O=C(c1ccco1)N1CCN(c2ncnc3c2cnn3-c2ccccc2)CC1	4.9
Cc1onc(-c2ccccc2Cl)c1C(=O)N1C=CC(C(F)(F)F)=NCC1	-1.9
CCN(C(=O)COc1ncnc2scc(-c3ccc(F)cc3)c12)C1CCS(=O)(=O)C1 (centres undefined)	3.2
CCOc1cc(S(=O)(=O)NCc2ccc3c(c2)OCO3)c(C)cc1C	-2.8
O=C(Nc1ccccc1-c1ccccc1)C12CC3CC(CC(C3)C1)C2	8.2
CCOC(=O)CSc1ncnc2c1cnn2-c1ccc(Cl)cc1	2.3
N/C(=N\OC(=O)C(c1ccccc1)c1ccccc1)c1ccccn1	0.0
CC(C)(C)n1ncc2c(=O)n(Cc3c(F)cccc3Cl)cnc21	-0.6
COc1ccccc1NC(=O)CSc1nnc(CNC(=O)c2ccco2)o1	0.0
CCOC(=O)c1cc(-c2cccnc2)nn1-c1ccccn1	-2.4
O=C(COc1ccc(Br)cc1CO)Nc1ccccc1F	6.3

Retrieved by structure from above, four records:
SMILES	Artemis endo inh
CCOC(=O)CSc1ncnc2c1cnn2-c1ccc(Cl)cc1	2.3
Cc1onc(-c2ccccc2Cl)c1C(=O)N1C=CC(C(F)(F)F)=NCC1	-1.9
CCOC(=O)c1cc(-c2cccnc2)nn1-c1ccccn1	-2.4
C=CCn1c(SCc2csc(C)n2)nc2sc3c(c2c1=O)CCCC3	10.5

Later entries.
SMILES	Artemis endo inh
CN(C)CC(C(=O)c1ccccc1)c1ccccc1 (centres undefined)	-0.7
CN1CCN(C(=O)C2(NC(=O)NCc3ccccc3)CCCCC2)CC1	-7.7
COC(=O)c1ccc(NC(=O)C2CCN(C(=O)c3cc(OC)c(OC)c(OC)c3)CC2)cc1	-13.2
NC(=O)c1c(NC(=O)CSc2nnc(-c3ccco3)n2N)sc2c1CCCC2	13.9
COC1(OC)N=C(N)C2(C#N)C(c3cccc(Oc4ccccc4)c3)C12C#N (centres undefined)	1.3
O=C(COc1ccc(Cl)cc1)NCCSc1ccccc1	-1.7
COC(=O)c1ccc(NC(=O)CSc2n[nH]c(-c3ccncc3)n2)cc1	1.7
COc1ccc(N(C(=O)C(C)C)S(=O)(=O)c2ccc3c(c2)n(C)c(=O)n3C)cc1	2.9
CC(Oc1ccccc1)C(=O)Nc1nc2c(s1)C(=O)CC(C)(C)C2 (centres undefined)	-1.3
COc1ccc(NC(=S)Nc2ccc(F)cc2)c(OC)c1	-1.8
Cc1ccc(Cc2cnc(NC(=O)C3CCCO3)s2)cc1 (centres undefined)	-9.2
O=C(CSc1nc(Nc2ccccc2)nc(N2CCOCC2)n1)N1CCc2ccccc21	6.4
Cc1cc(C)n(C(=O)CNC(=O)C2COc3ccccc3O2)n1 (centres undefined)	-11.2
COc1ccc(CCNC(=O)CCn2cccc2)cc1OC	-3.2
CCc1nnc(SCc2ccc(OC(C)C)cc2)n1N	-1.5
Cc1cccc(C(=O)NC(=S)Nc2ccc(S(=O)(=O)N(C)c3ccccc3)cc2)c1	5.1
CN(c1ccccc1)S(=O)(=O)c1ccc(NC(=O)C2CCCCC2C(=O)O)cc1 (centres undefined)	-7.5
CC(=O)N(Cc1cccs1)C1CCOC(C)(C)C1 (centres undefined)	0.3
Clc1ccccc1CN(Cc1ccccc1)c1ncnc2nc[nH]c12	9.3
Nc1nc(SCc2ccc(Cl)cc2)ns1	-2.8
Cc1[nH]c2ccc(F)cc2c(=O)c1SC(F)(F)C(F)C(F)(F)F (centres undefined)	8.6
CC(C)OC(=O)C1C2C=CC3(CN(CC4CCCO4)C(=O)C13)O2 (centres undefined)	4.1
COc1ccc(S(=O)(=O)Nc2ccccc2C(=O)NCc2ccco2)cc1	-7.5
COc1ccc(C(=O)C(c2ccccc2)N2CCOCC2)cc1 (centres undefined)	-3.0
CCN(CC)C(=O)Nc1cnc2ccccc2c1	5.1
(further entries)
SMILES	Artemis endo inh
CCCCn1c(=O)n(CC(=O)Nc2c(CC)cccc2CC)c(=O)c2c1nc(CO)n2CCC	6.2
S=C(NCc1ccccn1)Nc1ccc(Cl)c(Cl)c1	-1.8
CCOC(=O)CSc1nc2ccccc2c(=O)n1C1CCCC1	8.2
CCCCOC(=O)C(C#N)c1nc2ccccc2nc1N1CCOCC1 (centres undefined)	4.5
O=C(N/N=C(\c1ccccc1)c1cccnc1)C(O)(c1ccccc1)c1ccccc1	-8.6
COc1ccc(C(NC(=O)CC(C)C)NC(=O)CC(C)C)cc1OC	-1.8
CCCCn1c(=N)n(CC(O)COc2ccccc2)c2ccccc21 (centres undefined)	-1.3
COc1ccc(/C=N/Nc2ccccc2)cc1Cn1nc(C)c([N+](=O)[O-])c1C	0.7
CCN(C(=O)c1c(OC)cccc1OC)c1nnc(-c2cccnc2)s1	-5.1
CCOC(=O)Cc1csc(NS(=O)(=O)c2ccccc2)n1	0.6
Cc1c(Cl)c([N+](=O)[O-])nn1CC(=O)NC12CC3CC(CC(C3)C1)C2	3.8
O=C(C/C=N/OCc1ccc(F)cc1Cl)c1cnc(-c2ccccc2)s1	3.6
Cc1ccc(CN2CCN(C(=O)CCN3C(=O)c4ccccc4C3=O)CC2)cc1	3.3
COCCN1C(=O)C(CC(=O)Nc2ccc(C(=O)O)cc2)SC1=Nc1ccccc1 (centres undefined)	2.1
Cc1ccc2oc(-c3ccc(NC(=O)c4cccnc4)cc3)nc2c1	2.7
CCN(CC)S(=O)(=O)c1ccc(Cl)c(C(=O)Nc2nncs2)c1	-3.8
O=C(Nc1ncc(Cc2cccc(Cl)c2)s1)C1CCCO1 (centres undefined)	-0.2
COc1ccccc1-c1nnc(SCC(=O)c2ccc(C3CCCCC3)cc2)n1Cc1ccco1	17.9
O=C(c1ccccc1Oc1ccccc1)N1CCN(c2ccccc2F)CC1	7.3
COc1cc(C(=O)N(Cc2ccc(N(C)C)cc2)C2CCS(=O)(=O)C2)cc(OC)c1OC (centres undefined)	1.0
Cc1occc1C(=O)Nc1ccccc1C(=O)O	-6.2
CCN(CC)c1ccc(C=Nc2ccccc2)c(O)c1	11.3
CCCN(CCC)S(=O)(=O)c1ccc(NC(=O)C2CCCO2)cc1 (centres undefined)	-4.2
CC(=O)NCCc1cc2ccc(C)cc2[nH]c1=O	-4.1
O=C(Cn1c(=O)c2c(ncn2Cc2ccccc2)n(Cc2ccccc2)c1=O)N1CCCC1	3.1

Filtered by structure: the entries above containing a COOH group.
SMILES	Artemis endo inh
O=C(O)CCCC(=O)Nc1ccc(C(=O)N2CCCCC2)c(Cl)c1	-1.6
COc1ccc(N=C2SC(C(=O)O)CC(=O)N2C)cc1 (centres undefined)	-1.5
Cc1csc(SCC(=O)O)n1	4.8
COc1ccc(/C=C(\NC(=O)c2ccc(OC)cc2)C(=O)NC(CCSC)C(=O)O)cc1 (centres undefined)	14.1
O=C(O)c1ccc2cc[nH]c2c1	-3.1
O=C(O)c1cccc(C(=O)Nc2cccc(NC(=O)C3CCCO3)c2)c1 (centres undefined)	-2.2
CN(c1ccccc1)S(=O)(=O)c1ccc(NC(=O)C2CCCCC2C(=O)O)cc1 (centres undefined)	-7.5
COCCN1C(=O)C(CC(=O)Nc2ccc(C(=O)O)cc2)SC1=Nc1ccccc1 (centres undefined)	2.1
Cc1occc1C(=O)Nc1ccccc1C(=O)O	-6.2

(listing goes on)
SMILES	Artemis endo inh
O=C(NCC(c1cccnc1)N1CCN(c2ccc(F)cc2)CC1)C1CCCCC1 (centres undefined)	5.0
CC/C(=N\NC(=O)c1ccc(-c2ccccc2)cc1)C12CC3CC(CC(C3)C1)C2	7.8
COc1ccc(OC)c(NS(=O)(=O)c2ccc(N3CCCC3=O)cc2)c1	-5.9
O=C(O)CSc1ccc2ccccc2n1	0.9
CCC(C)Nc1nc(OC)nc(N(C)C#N)n1 (centres undefined)	5.4
O=C(CCCNS(=O)(=O)c1cccc2nsnc12)NCc1ccc(F)cc1	-3.5
